Screens deposited in PubChem BioAssay by Broad Institute.
F508del corr – correctors of CFTR F508del function in bronchial epithelial cells; CFBE cells, YFP halide quenching; stimulated with forskolin plus potentiator P3; % fluorescence drop versus neutral controls; activity (quench increase), % at 7.58 µM; hit rate 0.36% among 350,000;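 active means mean added fluorescence quench of at least 8% versus neutral control, with both replicates also reaching 8%; inconclusive means only one of the mean or replicate conditions met; inactive means mean below 8% and not both replicates reaching 8%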;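 further: cells transiently co-express mutant CFTR-F508del with the halide-sensitive YFP; corrector assay measuring rescue of mutant channel to the surface after 24 h compound exposure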
RAD52 anneal inh – RAD52 (human) annealing inhibition. P43351. recombinant RAD52 DNA annealing, FRET fluorescence. inhibition, % at 18.7 µM. hit rate 0.46% among 360,000;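 active means every replicate showing at least 50% inhibition; inconclusive means mean inhibition at least 50% but not in every replicate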
Target sequence (P43351 whole entry, looked up): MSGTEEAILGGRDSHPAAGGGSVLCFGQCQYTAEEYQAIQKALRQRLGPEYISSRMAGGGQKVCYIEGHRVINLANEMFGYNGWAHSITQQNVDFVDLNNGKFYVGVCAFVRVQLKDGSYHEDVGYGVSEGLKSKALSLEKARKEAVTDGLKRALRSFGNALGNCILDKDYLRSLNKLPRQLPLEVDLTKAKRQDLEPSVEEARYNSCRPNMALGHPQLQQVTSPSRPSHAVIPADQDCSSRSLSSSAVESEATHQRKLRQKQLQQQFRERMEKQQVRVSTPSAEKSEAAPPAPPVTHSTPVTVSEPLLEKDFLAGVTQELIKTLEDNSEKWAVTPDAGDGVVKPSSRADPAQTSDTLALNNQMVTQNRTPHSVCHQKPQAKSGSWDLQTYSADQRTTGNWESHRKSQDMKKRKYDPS
E-sel inducer – induces E-selectin expression in human endothelial cells; activation, % at 7.58 µM; P16581; hit rate 0.37% among 260,000; HUVEC E-selectin immunofluorescence imaging; normalized: neutral wells 0, TNF-alpha wells 100; AID 686992;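 active means mean E-selectin-positive cell signal at least 10% of the positive control, reached in at least 60% of replicates, without over 20% cell loss; inconclusive means no rule given, readout overlaps actives, possibly toxicity-flagged; inactive means the rest, including those meeting only one limit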;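 further: in these data hits start at about 27%; measured in HUVEC primary endothelial cells; signal is the percent of cells scored E-selectin positive by PE staining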
Target sequence (P16581 whole entry, looked up): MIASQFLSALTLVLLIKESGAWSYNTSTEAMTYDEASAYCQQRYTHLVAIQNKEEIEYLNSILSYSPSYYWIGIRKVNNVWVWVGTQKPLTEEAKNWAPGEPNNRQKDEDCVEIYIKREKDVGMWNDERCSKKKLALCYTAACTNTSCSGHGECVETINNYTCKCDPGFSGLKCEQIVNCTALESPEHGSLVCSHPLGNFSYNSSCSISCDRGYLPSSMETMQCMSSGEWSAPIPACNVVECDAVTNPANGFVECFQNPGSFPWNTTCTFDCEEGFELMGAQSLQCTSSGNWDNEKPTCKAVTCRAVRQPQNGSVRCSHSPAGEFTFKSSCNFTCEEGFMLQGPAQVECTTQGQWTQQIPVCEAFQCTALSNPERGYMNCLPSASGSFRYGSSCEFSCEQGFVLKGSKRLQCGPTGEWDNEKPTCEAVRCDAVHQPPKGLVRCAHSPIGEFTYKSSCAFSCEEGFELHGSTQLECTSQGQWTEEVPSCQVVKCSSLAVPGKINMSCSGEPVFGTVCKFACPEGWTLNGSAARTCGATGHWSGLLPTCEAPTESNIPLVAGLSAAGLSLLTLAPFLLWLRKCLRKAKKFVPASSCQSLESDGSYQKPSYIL
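System: HUVEC, human umbilical vein endothelial cells; quantity: 3,000 cells/well; buffer or medium: EGM-2 medium, gelatin-coated wells; dosing: single-point compound dose; detection: immunofluorescence imaging; evaluation: % PE-positive cells; benchmarks: TNF-alpha, DMSO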
XiGFP reactiv – reactivates the inactive X chromosome in mouse fibroblasts; XiGFP mouse fibroblasts, % GFP-positive cells imaging, 3 d; cells co-treated with 5-aza-dC sensitizer; scaled so ellipticine positive control = 100%; activation, % at 7.58 µM; hit rate 0.055% among 360,000;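 active means mean normalized replicate activation at least 10% and every replicate at or above 10%; inconclusive means only one of the two criteria met; inactive means mean below 10% and not all replicates reach 10%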;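 further: 0% = median of on-plate neutral control wells and 100% = ellipticine 6 µM median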
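material = 68-5-11 XiGFP fibroblast line | medium = DMEM plus 5-aza-dC sensitizer | schedule = 3 days compound exposure | benchmarks = positive control ellipticine, 6 µM final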
GSIS activator – GLuc luminescence reporter in INS-1E cells, primary screen for activators of glucose-dependent secretion of insulin. INS-1E GLuc reporter insulin secretion, 2-3 h. activation, % at 16.6 µM. hit rate 0.61% among 370,000. AID 743287;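 active means lowest replicate activation of at least 40%, so every replicate reaches that level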;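 further: 0% = median of neutral control wells and 100% = median of IBMX positive control wells; some compounds called inactive have numbers as strong as hits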
Casp6 inh – caspase-6 (human) enzyme inhibition; inhibition, % at 12.5 µM; purified caspase-6, Z-VEID-R110 cleavage fluorescence; P55212; hit rate 0.53% among 350,000; AID 686996;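 active means mean inhibition across replicates at least about 35%, with every replicate also reaching that limit, limit read from the data; inconclusive means only one of the two criteria met; inactive means neither criterion met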;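 further: 0% = median of neutral control wells and 100% = no fluorescence left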
DENV2 CPE rescue – inhibitors of DENV2 cytopathic effect; DENV2-infected cells, cytopathic effect rescue, plate reader; AID 651640; hit rate 1.7% among 350,000; CPE inhibition, % at 9.99 µM; in the data active means CPE inhibition above about 20%, passing the limit was not always enough; inconclusive means no clear call, values can overlap the other calls; tested in BHK-21 cells;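 further: 0% = median of neutral control wells and 100% = median of positive control wells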
RAD54 branch – blocks human RAD54 Holliday junction branch migration. inhibition, % at 10.4 µM. Q92698. hit rate 0.14% among 360,000. FAM/BHQ fluorescence;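 active means mean normalized replicate activity at least 40 and at least half of replicates scoring 40 or more; inconclusive means only one of the two criteria met; inactive means mean below 40 and under half of replicates reaching 40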;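 further: 0% = median of neutral control wells and 100% = median of positive control wells; inhibitors cause a drop in the FAM fluorescence signal; in these data hits start at about 50%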
* hit, by the source's call; ? = inconclusive; · = not tested or not shown. Rows were taken by chance; about 3.7% have a hit in one of these screens.

SMILES	F508del corr	RAD52 anneal inh	E-sel inducer	XiGFP reactiv	GSIS activator	Casp6 inh	DENV2 CPE rescue	RAD54 branch
COc1cc(NC(=O)CN2C(=O)COc3ccccc32)cc(OC)c1	-3.1	-7.6	·	0.2	-1.6	-1.7	2.0	-5.5
Cc1ccc(S(=O)(=O)Nc2cccc3c2O[C@@H](CN(C)S(=O)(=O)c2c(C)noc2C)[C@@H](C)CN([C@H](C)CO)C3=O)cc1	-2.8	-53.2	-0.1	0.0	-8.5	-1.5	1.8	·
COc1ccc(C2=NO[C@@H]3C(=O)N(Cc4ccccc4)C(=O)[C@H]23)c(OC)c1	-0.6	-16.7	0.2	0.2	13.4	1.2	1.3	-20.8
Cc1cccc(-n2c(C)n[nH]c2=S)c1	-3.5	-4.0	·	·	17.1	3.6	5.3	-4.8
Cc1ccc(S(=O)(=O)Nc2ccc3c(c2)C(=O)N([C@H](C)CO)C[C@H](C)[C@@H](CN(C)Cc2ccncc2)OCCCC[C@H](C)O3)cc1	1.1	7.7	·	0.0	-9.1	0.5	7.6	-5.3
COCC#Cc1ccc([C@@H]2[C@H]3CN(C(=O)Nc4cc(F)ccc4F)CCCCN3[C@H]2CO)cc1	-0.9	-3.8	0.5	0.3	-16.2	-2.0	-15.8	-10.3
CCCN(C)C[C@@H]1OCCCC[C@@H](C)Oc2ccc(NC(=O)Nc3cccc4ccccc34)cc2C(=O)N([C@H](C)CO)C[C@@H]1C	-3.0	10.7	-0.2	0.0	-9.5	-3.2	3.8	2.5
O=C(C[C@@H]1C[C@H]2c3cc(NC(=O)Nc4ccc(C(F)(F)F)cc4)ccc3O[C@H]2[C@H](CO)O1)NCc1ccc2c(c1)OCO2	4.1	27.6	-0.1	0.8	-20.9	-2.0	3.5	3.3
COc1ccccc1NC(=O)N1CC(=O)N2[C@H](CO)[C@@H](c3ccc(C#Cc4ccccc4)cc3)[C@H]2C1	2.1	-5.6	-0.3	0.0	-11.2	-2.3	0.7	·
O=C(c1ccccc1F)N1CC[C@H]2[C@H](CO)Nc3ccc(Br)cc3[C@H]21	2.6	-22.5	-0.2	0.2	-1.4	4.0	?	2.0
COc1ccc(CCN2C(=O)COc3ccccc3C2C(=O)Nc2ccc3c(c2)OCCO3)cc1OC (centres undefined)	6.8	-14.4	-0.3	0.1	9.1	-0.4	9.4	·
COc1ccc(NC(=O)N2C[C@H]3[C@@H](c4ccccc42)[C@H](CO)N3Cc2ccccn2)cc1	1.3	-13.0	-0.2	-0.1	3.6	0.7	-3.4	-1.6
COc1ccc(N2CCN(C(c3cccs3)C(C)NS(C)(=O)=O)CC2)cc1 (centres undefined)	-2.1	-12.5	·	0.0	1.3	0.4	1.0	·
CC(CNC(=O)COC(=O)c1ccco1)c1ccccc1 (centres undefined)	3.6	-5.8	-0.7	0.0	6.7	-1.6	-3.4	-8.2
Cc1nnsc1C(=O)NC1CCCc2c1cnn2-c1ccc(F)cc1F (centres undefined)	-0.8	-11.8	·	0.1	-31.6	-4.7	6.9	-0.9
COc1ccccc1C(=O)Nc1ccc2c(c1)C(=O)N(C)[C@H]1CC[C@@H](CC(=O)NCCc3ccncc3)O[C@@H]1CO2	·	9.1	0.0	0.1	-4.7	-8.6	3.0	-0.8
COC(=O)/C=C1/SC(=NC(=O)c2ccc(F)cc2)NC1=O	3.5	-17.1	·	0.0	-28.3	-2.4	3.0	-3.7
COc1ccccc1NC(=O)N1C[C@H](O)COC[C@H]2O[C@@H](CC(=O)NCc3ccccc3)CC[C@@H]21	2.5	2.0	-0.2	-0.1	3.4	-2.9	-4.4	-0.2
O=C(C[C@H]1C[C@H]2c3cc(NC(=O)Nc4ccccc4)ccc3O[C@H]2[C@H](CO)O1)NCCN1CCCCC1	-1.1	27.9	0.0	0.0	22.3	-3.6	0.8	5.1
C[C@@H]1CN([C@H](C)CO)S(=O)(=O)c2ccc(-c3cccc(C#N)c3)cc2O[C@H]1CN(C)C(=O)c1ccncc1	-3.1	21.1	0.3	-0.3	4.5	0.2	2.2	-22.3
Cc1ccc(C(=O)c2c3ccc(C(F)(F)F)cc3[n+]([O-])n2CCCN)cc1	0.2	10.9	0.2	0.0	4.3	·	-14.9	14.6
Nc1cc(=O)[nH]c(SCc2nc3ccccc3n2Cc2ccccc2)n1	-1.2	-20.7	·	·	20.8	0.5	·	-3.0
CCN(CC(=O)Nc1c(F)cccc1F)C(=O)CCc1nc2ccccc2c(=O)[nH]1	1.9	-22.9	0.2	0.1	25.3	5.5	-3.2	·
Cc1ccc(N2CC(C(=O)NCCN3CCOCC3)CC2=O)cc1C (centres undefined)	-1.2	-11.3	-0.1	0.2	7.8	2.3	3.3	10.4
Cc1nc2ncnn2c(N2CCCC(C(=O)Nc3ccccc3Br)C2)c1C (centres undefined)	-2.3	-13.2	-1.2	0.0	-6.3	-0.2	-4.4	2.4

Random excerpt: four entries already listed, in no set order.
SMILES	F508del corr	RAD52 anneal inh	E-sel inducer	XiGFP reactiv	GSIS activator	Casp6 inh	DENV2 CPE rescue	RAD54 branch
O=C(C[C@H]1C[C@H]2c3cc(NC(=O)Nc4ccccc4)ccc3O[C@H]2[C@H](CO)O1)NCCN1CCCCC1	-1.1	27.9	0.0	0.0	22.3	-3.6	0.8	5.1
Cc1cccc(-n2c(C)n[nH]c2=S)c1	-3.5	-4.0	·	·	17.1	3.6	5.3	-4.8
COc1cc(NC(=O)CN2C(=O)COc3ccccc32)cc(OC)c1	-3.1	-7.6	·	0.2	-1.6	-1.7	2.0	-5.5
O=C(c1ccccc1F)N1CC[C@H]2[C@H](CO)Nc3ccc(Br)cc3[C@H]21	2.6	-22.5	-0.2	0.2	-1.4	4.0	?	2.0

(listing goes on)
SMILES	F508del corr	RAD52 anneal inh	E-sel inducer	XiGFP reactiv	GSIS activator	Casp6 inh	DENV2 CPE rescue	RAD54 branch
C[C@H]1COC(=O)[C@H](Cc2ccc(F)cc2)CC/C=C/C[C@@H](CC(=O)N(CCO)Cc2ccccc2)C(=O)N1	-3.6	-11.7	·	0.5	·	-3.2	-3.1	-4.4
C[C@H]1CN([C@@H](C)CO)S(=O)(=O)c2ccc(-c3ccccc3)cc2O[C@H]1CN(C)C(=O)Nc1ccccc1F	2.5	-44.7	0.0	0.4	-25.1	1.5	-8.5	-1.9
Cc1ccc(C(=O)N=c2sccn2C)cc1S(=O)(=O)N1CCOCC1	0.1	1.0	·	0.5	9.4	4.8	-1.7	-7.6
CCOc1ccccc1C(=O)Nc1nnc(SCC(=O)Nc2cc(C)on2)s1	0.2	3.9	0.7	-0.1	-5.2	0.9	3.9	·
CC(C)(C)c1ccc(NS(=O)(=O)c2ccc(N)cc2)cc1	-2.3	-51.7	0.0	0.0	-2.8	3.1	6.4	7.9
Cc1ccccc1C(C(=O)NC1CCCCC1)N(C(=O)c1ccccn1)c1cccnc1 (centres undefined)	-1.3	-10.3	1.3	-0.1	-3.1	0.4	3.9	0.7
C[C@H](CO)N1C[C@H](C)[C@H](CN(C)C)Oc2c(NS(=O)(=O)c3ccc(Cl)cc3)cccc2C1=O	2.3	4.9	0.1	0.0	-7.1	1.9	2.4	-4.0
COc1ccc(C(=O)NNC(=O)c2cc(C)[nH]n2)cc1	-1.5	-8.0	1.0	0.1	·	-0.4	1.2	·
CC(C)NC(=O)N(C)C[C@@H]1Oc2ncc(C#CC3CCCC3)cc2C(=O)N([C@H](C)CO)C[C@H]1C	0.4	4.4	2.8	-0.6	-5.0	-4.2	0.3	-2.8
Cc1ccc([C@@H]2CC=C(C(=O)O)[C@H](c3ccc(Br)cc3)N2S(=O)(=O)c2ccc(C)cc2)cc1	-4.1	-9.2	0.5	0.1	-17.6	16.9	4.4	-9.9
O=C(c1ccc(OC(F)(F)F)cc1)c1ncc[nH]1	·	0.3	·	·	0.9	-5.0	·	-11.2
OCCC1CN(Cc2cccn2-c2nccs2)CCN1Cc1ccccc1 (centres undefined)	0.1	-26.2	1.9	0.4	-7.7	-1.4	-3.4	·
COc1ccc(NC(=O)N(C)C[C@@H]2OCCCC[C@@H](C)Oc3ccc(NS(=O)(=O)c4ccc(C)cc4)cc3C(=O)N([C@@H](C)CO)C[C@@H]2C)cc1	0.0	8.5	·	0.4	-37.6	-2.6	5.9	1.1
COc1ccccc1CNC(=O)CSc1ccc(-c2cccc([N+](=O)[O-])c2)nn1	1.7	5.2	0.4	0.1	4.5	1.8	-2.2	-7.7
CCOC(=O)c1cc2c(ccc3ccccc32)oc1=O	-1.8	-8.9	·	0.0	·	1.5	-4.2	·
O=C(NC(Cc1ccccc1)C(=O)O)/C(=C/c1ccc([N+](=O)[O-])cc1)NC(=O)c1ccccc1Br (centres undefined)	2.7	-14.4	·	0.2	3.0	0.6	0.8	·
COCC(=O)N1CC2(CCN(C(C)=O)CC2)c2c([nH]c3cc(OC)ccc23)[C@@H]1CO	1.5	-5.6	0.4	0.3	-8.5	·	-11.2	·
C[C@H]1CCCCO[C@@H](CN(C)Cc2ccc(C(F)(F)F)cc2)[C@@H](C)CN([C@@H](C)CO)C(=O)c2cc(NC(=O)Nc3ccc(C(F)(F)F)cc3)ccc2O1	-0.4	·	0.4	-0.1	15.2	·	11.2	-3.5
Cc1ccc(OCC(=O)Nc2cccc(S(=O)(=O)N3CCOCC3)c2)c([N+](=O)[O-])n1	1.0	-8.8	1.0	0.0	20.8	·	-1.4	3.1
COc1ccc(S(=O)(=O)Nc2cccc3c2O[C@@H](CN(C)Cc2ccc(Cl)c(Cl)c2)[C@H](C)CN([C@H](C)CO)C3=O)cc1	1.2	·	0.0	-0.1	-25.2	·	·	·
COc1ccc(S(=O)(=O)N2CCCCCC2)cc1C(=O)OCC(=O)NC1CCS(=O)(=O)C1 (centres undefined)	2.7	0.4	-0.5	0.0	-5.1	0.4	-3.6	-4.9
O=[N+]([O-])c1ccc(CN2CCN(c3nc4ccccc4s3)CC2)cc1	-1.5	-20.3	0.1	0.0	-3.8	0.2	-5.9	-6.8
COc1ccc(C(=O)NNC(=O)c2cccc(F)c2)cc1	-0.6	-7.6	·	0.4	5.2	1.0	0.6	·
COc1ccc(N2CCN(C(=O)CNC(=O)c3nn(-c4ccc(OC)cc4)c(=O)c4ccccc34)CC2)cc1	1.4	0.1	0.1	0.3	-3.7	-0.6	7.5	20.4
Cc1cc(C)cc(NC(=O)C2CCCN(S(=O)(=O)c3ccc4[nH]c(=O)ccc4c3)C2)c1 (centres undefined)	4.8	-10.3	0.2	0.3	-2.1	-0.5	-7.2	-14.1
CC(C)CN(C(=O)COC(=O)c1ccc(Br)o1)c1c(N)n(Cc2ccccc2)c(=O)[nH]c1=O	0.9	-23.3	-1.6	0.2	2.3	-5.1	7.0	·
CCCCN(C(=O)c1ccc(N2CCCC2=O)cc1)c1c(N)n(CCC)c(=O)[nH]c1=O	-1.7	-12.9	-0.1	0.0	4.0	-2.4	-3.6	8.6
O=C(NCc1ccc(F)cc1)[C@H]1[C@H](CO)[C@H]2Cn3c(cccc3=O)[C@H]2N1Cc1ccccn1	-5.4	-18.5	0.2	0.2	4.0	1.6	4.4	3.3
